A3A deaminase: APOBEC3A ssDNA deaminase inhibitors, primary screen, selectivity assay for APOBEC3G inhibitor project, biochemical, FAM/TAMRA oligo cleavage fluorescence. recombinant A3A, FAM/TAMRA ssDNA deamination fluorescence. DNA dC->dU-editing enzyme APOBEC-3A (Homo sapiens), P31941. 0.41% of 330,000 active. inhibition, % at 20 µM;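 active means at least 40% inhibition at 20 µM here, with at most 30% in a related deaminase screen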;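 further: plate controls were A3A with DMSO for no effect and wells lacking A3A enzyme for full effect; some results filed as inactive read as strong as hits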
APOBEC3G inh: APOBEC3G DNA deaminase inhibitors, primary screen, biochemical, fluorescence, single-stranded DNA substrate, uHTS. 0.28% of 330,000 active. inhibition, % at 20 µM. recombinant A3G, ssDNA deamination FAM/TAMRA fluorescence. DNA dC->dU-editing enzyme APOBEC-3G (Homo sapiens), Q9HC16;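 active means inhibition of at least 40% at 20 µM, with no more than 30% in the related APOBEC3A deaminase screen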;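 further: plate controls were DMSO wells with A3G for no effect and wells lacking A3G enzyme for full effect; some compounds called inactive have numbers as strong as hits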
Target sequence (Q9HC16 whole entry, looked up): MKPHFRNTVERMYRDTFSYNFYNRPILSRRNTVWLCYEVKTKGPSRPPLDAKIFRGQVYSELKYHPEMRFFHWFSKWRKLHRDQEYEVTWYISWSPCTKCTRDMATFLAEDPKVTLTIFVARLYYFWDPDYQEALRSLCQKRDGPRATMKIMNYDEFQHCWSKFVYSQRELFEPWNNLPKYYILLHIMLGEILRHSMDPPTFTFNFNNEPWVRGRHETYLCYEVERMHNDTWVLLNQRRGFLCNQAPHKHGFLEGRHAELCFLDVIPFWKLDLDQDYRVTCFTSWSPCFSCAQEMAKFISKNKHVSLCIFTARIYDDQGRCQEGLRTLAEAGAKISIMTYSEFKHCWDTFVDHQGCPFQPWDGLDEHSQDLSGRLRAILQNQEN
mIAP act: activators of mouse IAP, primary screen, biochemical, luminescence, uHTS; intestinal alkaline phosphatase [Mus musculus]; activation factor at 10 µM; AID 2805, 2010; muIAP, CDP-Star luminescence, 30 min; active compounds read high; 1 = vehicle-only enzyme signal, 0 = enzyme-free wells; 0.24% of 330,000 active;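 active means activation factor of at least 2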; further: the source names both 10 and 20 µM as test concentration; values of inactives mirror those of a sister screen read the other way
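Assay system: mouse IAP enzyme; Reagent: CDP-Star chemiluminescent phosphatase substrate; Compound: DMSO-dissolved test compounds; Incubation: 30 min, room temperature; Technique: luminescence from enzymatic CDP-Star hydrolysis; Controls: DMSO-only wells and no-enzyme negative control.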
hIAP activ: human IAP activators, primary screen, biochemical, luminescence, uHTS; Intestinal-type alkaline phosphatase (Homo sapiens), P09923; purified human IAP, CDP-Star luminescence, 30 min; active compounds read high; 1 = vehicle-only enzyme, 0 = enzyme-free background; activation factor at 10 µM; 0.16% of 330,000 active; AID 2524, 2010;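 active means activation factor of the enzyme at least 2-fold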; further: the source names both 10 and 20 µM as test concentration; values of inactives mirror those of a sister screen read the other way
Target sequence (P09923 whole entry, looked up): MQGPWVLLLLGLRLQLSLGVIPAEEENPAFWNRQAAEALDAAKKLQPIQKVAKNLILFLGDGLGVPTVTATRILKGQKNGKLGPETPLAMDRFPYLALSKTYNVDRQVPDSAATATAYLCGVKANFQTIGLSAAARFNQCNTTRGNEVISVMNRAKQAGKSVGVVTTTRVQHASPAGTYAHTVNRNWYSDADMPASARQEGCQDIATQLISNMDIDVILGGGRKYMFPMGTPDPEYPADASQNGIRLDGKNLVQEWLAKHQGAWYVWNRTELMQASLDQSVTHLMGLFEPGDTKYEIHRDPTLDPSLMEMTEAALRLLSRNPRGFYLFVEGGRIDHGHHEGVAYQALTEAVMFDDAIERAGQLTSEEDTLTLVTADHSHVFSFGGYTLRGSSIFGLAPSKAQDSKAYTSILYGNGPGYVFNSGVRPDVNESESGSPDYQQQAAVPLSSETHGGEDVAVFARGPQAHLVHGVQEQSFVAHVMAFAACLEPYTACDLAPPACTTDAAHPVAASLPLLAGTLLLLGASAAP
mIAP inh: inhibitors of mouse IAP, primary screen, biochemical, luminescence, uHTS; purified mouse IAP, CDP-Star luminescence, 30 min; inhibition, % at 10 µM; 0.2% of 330,000 active; AID 2806, 2010;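 active means inhibition of at least 40% at 10 µM in the primary screen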;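 further: plate controls were DMSO with enzyme for no effect and no enzyme wells for full effect; values of inactives mirror those of a sister screen read the other way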
hIAP block: human IAP inhibitors, primary screen, biochemical, luminescence, uHTS. Intestinal-type alkaline phosphatase (Homo sapiens), P09923. purified IAP, CDP-Star luminescence, 30 min. inhibition, % at 10 µM. 0.12% of 330,000 active;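 active means inhibition reaching a set limit with compound at 10 µM in the primary screen, cut at about 35% in these data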;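 further: plate controls were DMSO wells with enzyme for no effect and no-enzyme buffer wells for full effect; values of inactives mirror those of a sister screen read the other way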
MIN6 prolif: inducers of MIN6 beta-cell proliferation, primary screen, ATP luminescence, uHTS; MIN6 cells proliferation, ATPlite luminescence, 48 h; cells starved in 0.2% serum; 100% = growth in 10% serum; proliferation, % at 10 µM; 0.29% of 330,000 active; AID 2380, 2010;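 active means compounds whose signal lies at least 3.5 SD above the mean of all wells on their plate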;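 further: 0% = DMSO-treated cells in low-serum medium and 100% = 10% serum control; some compounds called inactive have numbers as strong as hits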
ATG4B inh: ATG4B protease inhibitors, primary screen, biochemical, fluorescence, uHTS | Cysteine protease ATG4B (Homo sapiens), Q9Y4P1 | ATG4B cleavage of LC3-PLA2, NBD-HPC fluorescence, 1 h | inhibition, % at 8.33 µM | 0.51% of 340,000 active; in the data active means inhibition above about 40%
MPTP inh: mitochondrial permeability transition pore inhibitors, primary screen, biochemical, isolated mouse mitochondria, absorbance | Ca2+ swelling absorbance, 30 min | inhibition, % at 10 µM | 1.4% of 360,000 active | AID 602449, 2012;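 active means inhibition of 50% or more, scaled per plate between neutral and stimulator controls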;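 further: 0% = DMSO wells given calcium and 100% = 1 mM EGTA wells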
An asterisk follows results filed as active.

SMILES	A3A deaminase	APOBEC3G inh	mIAP act	hIAP activ	mIAP inh	hIAP block	MIN6 prolif	ATG4B inh	MPTP inh
CCC(=O)Nc1cccc(NC(=S)NC(=O)c2ccc(C)cc2)c1	1	1	0.92	0.98	8	2	-2	-2	2.4
COc1ccc2cc3cc(C(=O)NCCN4CCc5ccccc5C4)oc3nc2c1	3	-2	1.1	1.1	-11	-7	0	-20	0.0
Cc1[nH]nc2nc(SCC(=O)NCC3CCCO3)n(-c3ccc(Br)cc3)c(=N)c12 (configuration not stated)	-8	4	1.3	1.2	-26	-22	-3	-3	-0.6
Cc1sc2ncn(CC(=O)N3CCC(C(N)=O)CC3)c(=O)c2c1S(=O)(=O)N1CCOCC1	-2	-10	0.98	0.86	2	14	-2	-1	0.5
NS(=O)(=O)c1ccc(NC(=O)c2ccc(Cl)c(S(=O)(=O)NCc3ccco3)c2)cc1	-2	-5	0.99	0.85	1	15	3	-63	-1.0
CC1(C)CC(NC2C3CC4CC(C3)CC2C4)CC(C)(C)N1 (configuration not stated)	5	5	0.98	1.1	2	-10	-2	0	-0.5
CC(C)CC(=O)Nc1ccccc1N1CCN(C(=O)c2ccccc2)CC1	0	-4	1.1	1.1	-7	-13	-2	-5	1.9
O=C1C=C(N2CCCCC2)c2ccccc2C1=O	-4	1	0.95	1.5	5	-45	-7	14	12
c1ccn2c(SCc3cn4ccsc4n3)nnc2c1	0	-2	1.2	1.1	-15	-6	0	-7	5.9
Cn1c(SCC(=O)NCc2ccc(F)cc2)nc2ccccc21	-2	-3	0.95	1	5	0	-3	2	4.3
CC(=O)Nc1ccc2c(c1)C(=O)N(C1CCCCC1)C2=O	-4	-5	1	1.1	-4	-14	0	-4	-1.5
O=C(Cc1ccccc1)Nc1ccc(C(=O)Nc2ccc(O)cc2)cc1	-3	-8	1	0.91	-2	10	-2	-8	-1.8
O=C(O/N=C(/c1ccccc1)c1ccncc1)c1ccc(F)cc1	-2	-4	1.1	1.2	-7	-20	1	2	-0.8
COc1ccc(/C=N/NC(=O)CNC(=O)c2ccncc2)cc1OC	-4	5	0.99	1	1	-1	-2	6	-2.0
COC(=O)c1ccc(CNC(=O)c2sccc2-c2ccccc2)cc1	-2	-8	0.94	1.3	6	-25	-2	1	0.1
COc1ccc(NC(=O)c2ccc(-c3ccc([N+](=O)[O-])cc3)o2)cc1OC	-4	-6	0.93	1.1	7	-7	-1	-24	2.6
C=CCn1c(=O)c2ccccc2n2c(SCC(=O)N3CCCc4ccccc43)nnc12	2	0	1	0.91	-5	10	2	6	-1.9
Cc1nn(-c2ccc(N3CCCCC3)nn2)c(C)c1CCC(=O)Nc1ccc(F)cc1	-4	-6	0.94	1.1	6	-7	-5	-4	-1.0
C[C@@H]1COC(=O)[C@@H](CC(=O)OC(C)(C)C)C/C=C\C[C@H](CC(=O)N(CCO)Cc2ccccc2)C(=O)N1	-5	-8	0.97	1	3	-4	-2	-2	-1.2
Cc1ccc(C(=O)Nc2cccc(-c3cnc4ccccc4n3)c2)cc1	-3	-3	0.93	1.3	7	-26	-1	-10	3.2
O=C1CSC2(C(=O)N3CCCc4cccc2c43)N1c1cccc(C(F)(F)F)c1 (configuration not stated)	2	-2	1	0.94	-4	6	1	9	-0.4
O=S(=O)(NCc1ccccn1)c1ccc(F)cc1	3	-4	1	1.2	0	-22	0	-1	-0.2
CC(=O)Oc1ccc(Cl)cc1/C=C/c1ccc2ccccc2n1	-2	-6	0.88	0.9	12	10	-5	-7	33
O=C1N(c2cccc3ccccc23)C(c2ccccc2)N2CCCN12 (configuration not stated)	10	-4	0.96	0.95	4	5	1	5	1.2
Cc1cc(C)nc(NN=C2CCCC2)n1	3	-6	1	0.99	-3	1	0	-3	-1.8
CC(C)Cc1cc(C(=O)N2CCCC(C(=O)c3cc(F)ccc3F)C2)n(C)n1 (configuration not stated)	0	-1	0.98	0.77	2	24	-2	3	-0.8
CCN(CC)S(=O)(=O)c1ccc(OCCNS(C)(=O)=O)cc1	-1	-2	1	1.1	-1	-7	-3	-6	-0.3
CCc1cc(C(c2ccc(F)cc2)N2CCOCC2)c(NC(=O)c2ccccc2)s1 (configuration not stated)	1	-3	0.92	0.86	8	14	-7	5	3.9
CCOC(=O)c1cnc2c(C)cc(Cl)cc2c1N1CCN(C)CC1	1	-4	0.95	1.2	5	-22	-5	-4	0.3
C(=C\c1ccccn1)/c1ccncc1	0	0	1	1	-1	-3	-2	-13	-0.2
N#Cc1c(SCC(=O)O)nc(N2CCCCC2)c2c1CCCC2	-3	-5	0.93	1	7	-3	2	10	0.9
COc1cccc(-n2cn[nH]c2=S)c1	-8	-20	0.97	0.86	3	14	-3	-4	1.5
COc1ccc(CCNC(=O)c2ccc3c(c2)OCO3)cc1	2	2	0.89	1.1	11	-11	-1	-11	-1.7
Cc1cc(CN2CCC(n3nccc3NC(=O)c3ccccc3Cl)CC2)cc(C)c1O	-6	-5	0.95	1	5	0	3	-2	1.2
O=C(NC1(C(F)(F)F)NC(=O)N(C2CCCC2)C1=O)C1CC1 (configuration not stated)	1	8	1	0.95	-4	5	0	-2	-1.4
Cc1ccc2c(CC(=O)OCC(=O)Nc3ccc(Cl)cn3)coc2c1	-5	-8	0.83	0.96	17	4	2	0	13
COCCCNC(=S)N1CCCN(c2nc3cc(C)ccc3cc2C#N)CC1	0	0	1	1.2	-4	-22	-2	-13	-0.1
COc1ccc(S(=O)(=O)N=C2C=C(C)C(=O)C(C)=C2)cc1	-3	-5	1	0.94	-1	6	-4	11	2.7
Cn1c(CNc2ccccc2)cc(=O)n(C)c1=O	6	1	1	1.1	-4	-5	-2	22	-0.2
Cc1cc(C(=O)COC(=O)c2ccc(N)c([N+](=O)[O-])c2)c(C)n1-c1ccc2c(c1)OCO2	5	-3	0.91	1.1	9	-13	-6	-11	14
O=C(NCCc1ccccc1)C1CCN(S(=O)(=O)c2ccc(-c3nn[nH]n3)cc2)CC1	0	-1	1.1	1.1	-14	-10	-4	7	-0.5
CCOCCn1c(CN2CCCCC2)nc2c1c(=O)n(C)c(=O)n2C	-2	-6	1	0.87	-1	13	-1	-17	-1.4
COC(=O)C1=CN(CC2CCCO2)C=C(C(=O)OC)C1c1cccc(O)c1 (configuration not stated)	-5	-7	0.97	1.1	3	-12	2	3	-2.0
CCCCOc1ccc(/C(O)=C2/C(=O)C(=O)N(CCN(C)C)C2c2ccc(O)c(OC)c2)cc1 (configuration not stated)	-2	-3	0.86	0.82	14	18	-3	-4	0.4
Cc1cccc(CN2CCN(CC(=O)N3CCCC3)C2=O)c1	-3	-2	0.86	0.91	14	9	-2	-7	0.0
C=CCN1C(=O)CSC1=Nc1ccc(O)cc1	-1	0	0.99	0.87	1	13	-4	-3	0.1
Oc1ccc2c(c1)C1CCCC1(N1CCOCC1)O2 (configuration not stated)	8	2	0.87	0.85	13	15	-2	-5	0.0
CCC(=O)N1CCc2cc(S(=O)(=O)NCCC(=O)Nc3cc(C)cc(C)c3)ccc21	-6	-3	1.1	1.2	-9	-19	-3	-13	0.3
CCc1ccc(-n2ccc(=O)c(C(=O)O)n2)cc1	3	-1	1	1.1	0	-6	3	1	-0.6
COc1ccc(/C=N/n2c(C)nc3ccccc3c2=O)cc1	-1	-6	1.1	1	-12	-2	-1	-4	1.2

One compound at a time (already shown). Screens in order: A3A deaminase | APOBEC3G inh | mIAP act | hIAP activ | mIAP inh | hIAP block | MIN6 prolif | ATG4B inh | MPTP inh
`Cc1ccc(C(=O)Nc2cccc(-c3cnc4ccccc4n3)c2)cc1` as listed: -3 | -3 | 0.93 | 1.3 | 7 | -26 | -1 | -10 | 3.2
`Cn1c(CNc2ccccc2)cc(=O)n(C)c1=O` as listed: 6 | 1 | 1 | 1.1 | -4 | -5 | -2 | 22 | -0.2
`COCCCNC(=S)N1CCCN(c2nc3cc(C)ccc3cc2C#N)CC1` as listed: 0 | 0 | 1 | 1.2 | -4 | -22 | -2 | -13 | -0.1

Next part:
SMILES	A3A deaminase	APOBEC3G inh	mIAP act	hIAP activ	mIAP inh	hIAP block	MIN6 prolif	ATG4B inh	MPTP inh
COc1ccc(C)cc1N(C(=O)c1cccc(F)c1)c1nc2ccccc2s1	-7	-10	0.94	1.1	6	-13	-2	1	0.5
O=C(c1cc2c(ccc3ccccc32)o1)N1CCN(c2ncc(C(F)(F)F)cc2Cl)CC1	-1	-1	1	0.88	0	12	-2	-5	5.8
COc1ccc2c(=O)cc(-c3cccnc3)oc2c1OC	-3	-7	0.95	0.91	5	9	-1	15	-0.8
CCn1c(SCC(=O)NC2CCCc3ccccc32)nnc1-c1ccncc1 (configuration not stated)	3	-3	1.1	0.99	-8	1	0	-12	0.6
CCOc1ccc(-n2c(SCC(=O)Nc3ccccc3C)n[nH]c2=O)cc1	8	-7	0.92	0.8	8	20	-3	-1	-2.0
CCn1c(=O)c(C(=O)NCCc2ccccc2)c(O)c2ccccc21	-2	-5	0.91	1	9	-4	-5	9	4.1

Six compounds picked at random from the list so far, as already listed:
SMILES	A3A deaminase	APOBEC3G inh	mIAP act	hIAP activ	mIAP inh	hIAP block	MIN6 prolif	ATG4B inh	MPTP inh
O=C(c1cc2c(ccc3ccccc32)o1)N1CCN(c2ncc(C(F)(F)F)cc2Cl)CC1	-1	-1	1	0.88	0	12	-2	-5	5.8
CCOc1ccc(-n2c(SCC(=O)Nc3ccccc3C)n[nH]c2=O)cc1	8	-7	0.92	0.8	8	20	-3	-1	-2.0
COc1ccc2c(=O)cc(-c3cccnc3)oc2c1OC	-3	-7	0.95	0.91	5	9	-1	15	-0.8
COc1ccc(C)cc1N(C(=O)c1cccc(F)c1)c1nc2ccccc2s1	-7	-10	0.94	1.1	6	-13	-2	1	0.5
CCn1c(=O)c(C(=O)NCCc2ccccc2)c(O)c2ccccc21	-2	-5	0.91	1	9	-4	-5	9	4.1
CCn1c(SCC(=O)NC2CCCc3ccccc32)nnc1-c1ccncc1 (configuration not stated)	3	-3	1.1	0.99	-8	1	0	-12	0.6

Screening results (PubChem)

Rows were taken by chance; about 3.3% have a hit in one of these screens.
